# Bioassay records as filed in PubChem.
# Dicer processing: blocks human Dicer maturation of pre-miR-21. z-score at 25 µM. 6% of 47,000 active. AID 1347074. Q9UPY3. cat-ELCCA pre-miR-21 Dicer processing, chemiluminescence; stronger effect = higher value; in the data active means z-score above about 3, passing the limit was not always enough;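 further: plate controls were vehicle for no effect and no enzyme for full effect; higher signal means more uncleaved substrate so more Dicer inhibition; strong numbers were not always called active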
# Target sequence (Q9UPY3 whole entry, looked up): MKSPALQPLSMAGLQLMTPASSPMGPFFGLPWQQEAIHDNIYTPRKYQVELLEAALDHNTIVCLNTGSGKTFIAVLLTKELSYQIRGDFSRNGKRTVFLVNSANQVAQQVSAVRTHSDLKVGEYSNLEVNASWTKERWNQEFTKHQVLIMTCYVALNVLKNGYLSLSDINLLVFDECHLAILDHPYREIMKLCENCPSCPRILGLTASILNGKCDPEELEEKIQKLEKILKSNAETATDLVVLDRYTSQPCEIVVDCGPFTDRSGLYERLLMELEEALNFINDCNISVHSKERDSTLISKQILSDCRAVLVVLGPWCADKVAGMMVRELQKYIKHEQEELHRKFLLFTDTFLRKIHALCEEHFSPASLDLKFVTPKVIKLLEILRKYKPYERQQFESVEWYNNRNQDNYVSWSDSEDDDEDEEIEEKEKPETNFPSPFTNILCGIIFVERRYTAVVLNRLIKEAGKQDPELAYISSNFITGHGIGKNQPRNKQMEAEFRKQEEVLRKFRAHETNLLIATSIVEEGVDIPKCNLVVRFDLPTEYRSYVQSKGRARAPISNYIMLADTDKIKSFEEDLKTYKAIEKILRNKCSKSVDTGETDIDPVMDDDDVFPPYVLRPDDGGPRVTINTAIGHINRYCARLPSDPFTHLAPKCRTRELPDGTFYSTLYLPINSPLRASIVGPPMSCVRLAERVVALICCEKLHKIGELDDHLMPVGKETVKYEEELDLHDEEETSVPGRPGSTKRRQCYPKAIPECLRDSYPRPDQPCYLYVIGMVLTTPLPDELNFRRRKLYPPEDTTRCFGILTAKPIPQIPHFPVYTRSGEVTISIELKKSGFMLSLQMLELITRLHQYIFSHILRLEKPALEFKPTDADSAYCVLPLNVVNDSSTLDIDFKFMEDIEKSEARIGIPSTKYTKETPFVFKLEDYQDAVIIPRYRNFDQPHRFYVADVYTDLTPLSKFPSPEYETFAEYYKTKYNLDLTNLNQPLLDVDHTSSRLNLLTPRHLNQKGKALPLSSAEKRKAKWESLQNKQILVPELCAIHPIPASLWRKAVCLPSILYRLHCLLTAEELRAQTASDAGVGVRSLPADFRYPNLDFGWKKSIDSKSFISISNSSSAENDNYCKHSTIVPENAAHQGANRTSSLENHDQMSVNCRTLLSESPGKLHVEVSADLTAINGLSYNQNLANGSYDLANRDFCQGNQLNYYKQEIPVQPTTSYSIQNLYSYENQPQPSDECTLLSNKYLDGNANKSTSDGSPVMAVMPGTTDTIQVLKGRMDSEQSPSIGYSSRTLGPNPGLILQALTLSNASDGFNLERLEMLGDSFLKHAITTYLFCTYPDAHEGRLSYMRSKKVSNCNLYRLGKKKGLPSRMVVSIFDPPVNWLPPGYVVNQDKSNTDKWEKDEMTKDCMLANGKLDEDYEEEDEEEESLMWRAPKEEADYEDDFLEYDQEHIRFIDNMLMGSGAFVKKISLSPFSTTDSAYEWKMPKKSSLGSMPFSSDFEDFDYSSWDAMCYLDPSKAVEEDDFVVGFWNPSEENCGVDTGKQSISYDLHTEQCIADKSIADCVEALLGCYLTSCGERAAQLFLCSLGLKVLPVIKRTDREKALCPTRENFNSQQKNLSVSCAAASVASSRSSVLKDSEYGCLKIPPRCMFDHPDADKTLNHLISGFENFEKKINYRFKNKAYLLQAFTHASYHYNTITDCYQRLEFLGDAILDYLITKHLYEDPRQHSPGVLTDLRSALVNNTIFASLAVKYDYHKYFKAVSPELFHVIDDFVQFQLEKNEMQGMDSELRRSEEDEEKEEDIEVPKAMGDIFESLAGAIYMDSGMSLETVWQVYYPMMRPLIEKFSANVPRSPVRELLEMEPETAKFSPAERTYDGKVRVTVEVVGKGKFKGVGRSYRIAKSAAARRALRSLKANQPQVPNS
# Numbers without * were called inactive.
SMILES,Dicer processing
COC(=O)c1cscc1OS(=O)(=O)c1ccc(Cl)cc1,0.22
CCOc1ccc(-c2cc(OC(=O)c3ccc(OC)cc3)c3c(C)oc(C)c3c(=O)c2)cc1,-0.19
N#Cc1ccc(Oc2ncc(C(F)(F)F)cc2Cl)cc1,-1.53
CC1=C(C(=O)OCCc2ccccc2)C(c2ccc(C)cc2)C2=C(CCCC2=O)N1 (stereo not given),0.5
COc1ccc(S(=O)(=O)n2cnc(C)c2)cc1OC,-0.51
N#Cc1cccc(Oc2ccc(S(=O)(=O)NC3CCS(=O)(=O)C3)cc2)c1Cl (stereo not given),-2.42
CC(C)(C)C(=O)Nc1cc(Cl)c(Cl)cc1Cl,-0.2
CCCCN1C(=O)C(NC(C)=O)c2cc(Cl)ccc21 (stereo not given),1.31
COc1ccc(Oc2c(C(F)(F)F)oc3cc(OC(C)C(=O)OC(C)C)ccc3c2=O)cc1 (stereo not given),-0.49
CC(=O)Nc1cc(Cl)c(F)cc1NC(=O)c1c(-c2c(Cl)cccc2Cl)noc1C,0.3
CCC1CCc2[nH]c(=S)c(C#N)c(C(F)(F)F)c2C1 (stereo not given),-1.02
Nc1[nH]c(=S)[nH]c(=O)c1C(c1ccccc1Cl)c1c(N)[nH]c(=S)[nH]c1=O,-1.26
COc1ccc(/C=N/N=C(\N)SCc2ccc(F)cc2)cc1,-0.05
COc1ccc(C2CC(c3cccs3)=Nc3ccccc3S2)c(Cl)c1OC (stereo not given),-1.2
O=c1[nH]c(=S)ccn1-c1nc(-c2ccccc2)sc1-c1ccccc1,0.11
O=[N+]([O-])c1cccc(-c2csc(=Nc3ccccc3)n2-c2ccccc2)c1,0.59
CCOC(=S)SCc1c(C)c(C)c(C)c(C)c1C,-1.2
Cc1ccc(Cl)c2c1NC(=O)C2(O)CC(=O)c1ccccc1 (stereo not given),0.41
CC(C)c1nc2sc3c(NCCO)ncnc3c2c2c1CCCC2,0.8
CC1C(c2ccccc2)N(C)C(c2ccccc2)CC1(O)c1ccc(F)cc1 (stereo not given),-0.28
Cn1nc(-c2ccc(-c3ccn(C(=O)c4cccc(C(F)(F)F)c4)n3)s2)cc1C(F)(F)F,-1.58
O=C1CC(c2cccc(Cl)c2)Cc2nc(N3CCc4ccccc4C3)ncc21 (stereo not given),-2.32
Cc1ccc(C2NC(=S)NC3=C2C(=O)c2ccccc23)cc1 (stereo not given),-1.48
Cc1ccc(C2CC(=O)C3=C(C2)Nc2ccccc2NC3c2coc3ccc(Cl)cc3c2=O)cc1 (stereo not given),-0.43
O=C(CC1(O)C(=O)N(Cc2ccccc2Cl)c2ccccc21)c1ccncc1 (stereo not given),1.51

# (continued)
SMILES,Dicer processing
COC(=O)C1=C(C)Nc2nnnn2C1c1cc(Br)ccc1OC (stereo not given),-0.18
N#CC1C(=O)NC(N2CCN(Cc3ccc4c(c3)OCO4)CC2)=NC12CCCCC2 (stereo not given),-0.6
CCOC(=O)C(Cc1ccccc1)NC(=O)Nc1ccccc1 (stereo not given),-0.02
C#C[C@]1(O)CC[C@H]2[C@@H]3CCc4cc(OC)ccc4[C@H]3CC[C@@]21C,0.36
O=C1C2ON(c3ccccc3)C(c3ccccc3O)C2C(=O)N1c1ccc(Br)cc1 (stereo not given),3.39*
CCOC(=O)c1nn(-c2ccccc2)c(=O)c2c(N)c(C#N)ccc12,-3.21
COc1ccc(C2/C(=C(\O)c3ccc(F)cc3)C(=O)C(=O)N2Cc2cccnc2)cc1OC (stereo not given),0.5
COC(=O)C1=C(C)Nc2ncnn2C1c1cccc(O)c1 (stereo not given),2.95
Cc1ccc(-c2nc(S(=O)(=O)c3ccc(Cl)cc3)c(N3CCOCC3)o2)cc1,-0.64
Cc1ccc(O)c(C2Nc3ccccc3-c3cc(C)nn32)c1 (stereo not given),-0.31
COc1ccc(-c2oc3ncn4nc(-c5cccnc5)nc4c3c2-c2ccc(OC)cc2)cc1,1.75
CN1C(=O)c2cccc3cccc(c23)S12OC(=O)c1cccc3cccc2c13 (stereo not given),-1.19
Cn1c(=O)c2c(nc(N/N=C/c3ccccn3)n2C)n(C)c1=O,-0.18
N#CC1=C(c2ccc(Cl)cc2)COC1=O,0.78
OCC1(CO)CSC(Nc2ccc(F)c(Cl)c2)=N1,-0.58
COC(=O)C1SCCN1S(=O)(=O)c1ccc(-c2cc(C(F)(F)F)on2)s1 (stereo not given),-0.54
O=C(Nc1ccc(OC(F)(F)F)cc1)N1CCN(c2ccc([N+](=O)[O-])cn2)CC1,-0.92
CCOc1ccccc1C1C(C(=O)OC(C)C)=C(C)Nc2nnnn21 (stereo not given),4.49*
Cc1cc(C)nc(Nc2ccc(S(=O)(=O)Nc3ccccn3)cc2)n1,0.57
O=C(C1c2ccccc2Oc2ccccc21)N1CCN(c2ccc(F)cc2)CC1,2.46
O=C(c1cc2ccccc2s1)N1CCOCC1,3.18*
COc1ccc(C2C(C(=O)OC(C)C)=C(C)NC3=C2C(=O)CCC3)cc1 (stereo not given),-1.54
COc1ccc(C2Nc3ccc(C)cc3-c3cc(C)nn32)c(OC)c1 (stereo not given),0.75
O=[N+]([O-])c1cc(Cl)ccc1N1CCSCC1,-0.79
CCN(C(=O)c1cnccc1C(F)(F)F)c1cccc(C)c1C,-0.66

# (list continues)
SMILES,Dicer processing
COC(=O)c1ccc2c3c(onc13)-c1ccccc1C2=O,-1.14
CNS(=O)(=O)c1cc(S(=O)(=O)NC)c2cccc3c2c1NC3=O,2.24
O=C(O)C1CC(=O)N(c2ccccc2O)C1 (stereo not given),-1.68
Cc1ccc2nc(-c3ccc(NC(=O)C(c4ccccc4)C4CCCC4)cc3)sc2c1 (stereo not given),-0.15
COCCOC(=O)C1=C(C)NC2=C(C(=O)CCC2)C1c1ccc(C(=O)OC)cc1 (stereo not given),-0.52
CCOc1cc(C2c3c(oc4ccc(F)cc4c3=O)C(=O)N2Cc2ccco2)ccc1O (stereo not given),1.58
Cc1cscc1S(=O)(=O)c1ccc(Cl)cc1,-1.28
c1ccc(OCCn2c(N3CCOCC3)nc3ccccc32)cc1,2.03
CCCCc1c(C)c(C#N)c2[nH]c3ccccc3n2c1=O,1.69
O=C(CSc1nnc(SCc2c(Cl)cccc2Cl)s1)N1CCC(C(F)(F)F)CC1,-0.24
O=C1c2oc3ccccc3c(=O)c2C(c2cccc(OCc3ccccc3)c2)N1c1ccccn1 (stereo not given),2.59
C=CCC(NCc1ccccc1)c1ccco1 (stereo not given),1.03
CN1CCc2c(sc3c2C(=O)NC(c2cc(Br)ccc2O)N3)C1 (stereo not given),0.71
Cn1cnc([N+](=O)[O-])c1Sc1ccccc1,-9.22
CCc1c(O)c2ccccc2n(-c2ccccc2)c1=O,2.82
CC(C)c1ccc(NC(=S)NC2CC3CCC2C3)cc1 (stereo not given),-0.06
O=C(CSCCSCC(=O)c1ccc(F)cc1)c1ccc(F)cc1,-1.34
Cc1nn(-c2ccccc2)c2c1C(c1cccnc1)C(C#N)=C(N)O2 (stereo not given),-4.83
CN(C)c1ccc(-c2nnc(SCc3ccccc3)o2)cc1,1.51
CC(C)(C)c1ccc(C(=O)Nc2cnc3sc4cc(Cl)ccc4n3c2=O)cc1,0.38
COc1ccc2c(c1)CCC1=C2NC(=S)NC1c1ccc(C)cc1 (stereo not given),-0.47
O=c1oc(-c2sc3ccccc3c2Cl)nc2cc(Cl)ccc12,-1.07
COc1ccccc1-c1c(C(F)(F)F)oc2c(CN3CCCC3)c(O)ccc2c1=O,2.4
CC12CC3CC(C)(C1)CC(C(=O)NN)(C3)C2,0.58
N/C(=N\NS(=O)(=O)c1ccccc1)c1ccc(C(F)(F)F)cn1,-0.85

# Ordered by number of heavy atoms (descending): part of the list above.
SMILES,Dicer processing
c1ccc(OCCn2c(N3CCOCC3)nc3ccccc32)cc1,2.03
O=c1oc(-c2sc3ccccc3c2Cl)nc2cc(Cl)ccc12,-1.07
Cc1cscc1S(=O)(=O)c1ccc(Cl)cc1,-1.28

# Additional results:
SMILES,Dicer processing
CCCN(CCC)S(=O)(=O)c1cccc(-c2cn3cc(C)ccc3n2)c1,-0.19
C[N+](C)(CCOc1ccccc1)Cc1ccccc1,-0.31
Nc1nonc1-n1nnc(C(=O)O)c1-c1cccc2ccccc12,2.05
CC1(C)CN=C(N(C(=O)Nc2ccccc2)c2ccc(Cl)cc2)S1,0.85
N#CCCN(Cc1ccccc1)C(=O)CSCC(=O)O,-0.16
CCSc1nc(C(=O)O)cc(=O)[nH]1,-0.3
Clc1cccc(Cl)c1SCc1ccc(-c2ncns2)cc1,-2.13
CC(C)NC(=O)CSc1nnc(-c2ccc3ncccc3c2)n1C,3.1*
Cc1noc(C)c1S(=O)(=O)N(CCC#N)Cc1ccccc1,-0.06
COc1ccccc1NC(=O)c1c(N)sc2c1CCC2,-2.57
O=C(CC1(O)C(=O)Nc2ccccc21)c1ccc(F)cc1 (stereo not given),-0.42
Cn1c(Cc2nn(C)c(=O)c3ccccc23)nnc1SCC(=O)c1ccc(Cl)cc1Cl,-0.01
CC(C)S(=O)(=O)c1csc(C(=O)N/N=C/c2ccccc2)c1-n1cccc1,1.23
Cc1ccc(/C(O)=C2\C(=O)C(=O)N(CCN3CCOCC3)C2c2ccc(F)cc2)cc1 (stereo not given),1.89
Clc1nc(N2CCOCC2)nc(N2CCOCC2)n1,0.74
CN1CCN(C(=O)CSc2nc(-c3ccccc3)cc(C(F)(F)F)n2)CC1,2.21
COC(=O)CNC(=O)NC12CC3CC(CC(C3)C1)C2,-0.6
CSc1sc(C(=O)NC(C)(C)C)c(-c2ccc(Cl)cc2)c1C#N,-3.18
Cc1nn(-c2cc(Cl)ccc2Cl)c(N)c1-c1nc(C(C)(C)C)cs1,-2.05
Cc1nn(C)c2oc(=O)cc(C(F)(F)F)c12,-1.94
Fc1ccc(NC2=NCCN=C(Nc3ccc(F)cc3F)SS2)c(F)c1,-0.47
O=S(=O)(Nc1ccc2c(c1)OCCO2)c1ccc(-c2ccno2)s1,-0.93
Cc1nc([N+](=O)[O-])cn1CC(O)c1ccc(F)cc1 (stereo not given),1.84
COC(=O)CSc1nnc(-c2ccncc2)o1,0.59
COc1ccc(-c2nnc3c4cnn(-c5ccc(C)cc5)c4ncn23)cc1,0.4

# Looked up above.
# For Dicer processing, `Cn1c(Cc2nn(C)c(=O)c3ccccc23)nnc1SCC(=O)c1ccc(Cl)cc1Cl` reads -0.01
# For Dicer processing, `Cc1ccc(/C(O)=C2\C(=O)C(=O)N(CCN3CCOCC3)C2c2ccc(F)cc2)cc1` (stereo not given) reads 1.89
# For Dicer processing, `O=C(CC1(O)C(=O)Nc2ccccc21)c1ccc(F)cc1` (stereo not given) reads -0.42
# For Dicer processing, `COc1ccccc1NC(=O)c1c(N)sc2c1CCC2` reads -2.57
# For Dicer processing, `CC1(C)CN=C(N(C(=O)Nc2ccccc2)c2ccc(Cl)cc2)S1` reads 0.85
# For Dicer processing, `Clc1nc(N2CCOCC2)nc(N2CCOCC2)n1` reads 0.74
# For Dicer processing, `CN1CCN(C(=O)CSc2nc(-c3ccccc3)cc(C(F)(F)F)n2)CC1` reads 2.21

# (listing goes on)
SMILES,Dicer processing
CSc1nnc2c(n1)OC(c1ccc(C(=O)O)cc1)N(C(C)=O)c1ccccc1-2 (stereo not given),-0.48
CCCOC(=O)Cn1cnc2ccccc2c1=O,-0.21
Cn1c(SCc2ccccc2)nnc1-c1csc(Cc2ccsc2)n1,0.17
N#C/C(=C\NCc1ccccn1)S(=O)(=O)c1ccc(Cl)cc1,-0.88
Brc1cccc(CN2CCN(Cc3ccncc3)CC2)c1,2.78
CC1(C)COC(c2sccc2C(=O)O)=N1,2.9
Cc1ccc(-n2nnnc2SCC(=O)c2ccccc2)c(C)c1,0.38
Cc1ccc(CSc2ccc(C(F)(F)F)cn2)cc1,-1.46
NNC(=O)c1ccc(Oc2ccc(C3SCCS3)cc2)o1,1.89
O=C(Nc1ccc(Cl)cc1)N1CCc2sccc2C1c1ccc(Cl)cc1 (stereo not given),-1.15
CC(=O)CSc1nsc(SCC(C)=O)c1C#N,0.55
Cc1ccc2c(C)c(C(=O)N(Cc3ccc(N(C)C)cc3)C3CCS(=O)(=O)C3)oc2c1 (stereo not given),5.09*
CCOC(=O)c1c(N)oc2c(-c3ccc(C)c(C)c3)c3c(C(=O)OCC)c(N)oc3cc12,4.99*
Cc1ccc(N2C(=O)SC(Nc3ccc(S(N)(=O)=O)cc3)C2=O)cc1 (stereo not given),1.64
CSc1nc(-c2cc(Cl)cc(Cl)c2)nn1C(=O)N(C)C,0.11
Cc1cc(C)c2nc(Nc3nc4ccccc4c(=O)[nH]3)nc(C)c2c1,2.99
CSc1nn(-c2ccccc2)cc1C(N)=S,-0.12
C=CCNC(=O)CSc1nc(-c2ccco2)cc(C(F)(F)F)n1,0.27
COC(=O)c1ccc(C2Nc3ccc4ncccc4c3C3=C2C(=O)CC(C)(C)C3)cc1 (stereo not given),-0.06
COc1ccccc1-c1nn(-c2cc(C(F)(F)F)ccn2)c(=O)o1,1.65
COC(=O)CN(C#N)c1nc(N(C)C)nc(N(C)C)n1,0.85
Cn1c(=O)c2cc3cc(F)ccc3nc2n(C)c1=O,-0.37
CCOc1cc(C2C(C(=O)OC(C)C)=C(C)NC3=C2C(=O)CC(C)(C)C3)cc(Br)c1O (stereo not given),1.55
CCN(C(=O)Cn1cc(C(=O)C2CC2)c2ccccc21)c1ccccc1,0.33
Cc1ccc(N2C(=O)CC(Sc3nnc(-c4ccccc4O)o3)C2=O)cc1 (stereo not given),-0.16
O=[N+]([O-])C1=Cc2c(ccc3ccccc23)OC1c1ccccc1 (stereo not given),-1.51
COCCCNC(=S)NNC(=O)c1csc(C)n1,1.12

# Shown field by field: entries from further up
Cn1c(=O)c2cc3cc(F)ccc3nc2n(C)c1=O
- Dicer processing: -0.37

CCOc1cc(C2C(C(=O)OC(C)C)=C(C)NC3=C2C(=O)CC(C)(C)C3)cc(Br)c1O (stereo not given)
- Dicer processing: 1.55

CCN(C(=O)Cn1cc(C(=O)C2CC2)c2ccccc21)c1ccccc1
- Dicer processing: 0.33

Cc1ccc(N2C(=O)CC(Sc3nnc(-c4ccccc4O)o3)C2=O)cc1 (stereo not given)
- Dicer processing: -0.16

# The list is partial; rates above refer to the full screens.
